5-HT1A blocker: human 5-HT1a receptor antagonists, primary screen, cell-based, CHO, Ga15 NFAT-bla reporter. 62,000 compounds, 0.68% hits. CHO 5-HT1a Ga15 NFAT-bla reporter, antagonist mode. inhibition, % at 10 µM;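 active = inhibition above the mean of all tested compounds plus 3 SD, cut at about 43% in these data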;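 also: receptor stimulated by 5-CT agonist at 100 nM near EC80; beta-lactamase reporter measured by ratiometric fluorescence of a cleavable substrate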
HTR1E agonist: 5-HT1E receptor agonists, primary screen, cell-based, HTS; CHO 5-HT1E Ga15 NFAT-bla reporter, FRET; 0% DMSO wells, 100% control agonist wells; activation, % at 6 µM; 65,000 compounds, 0.69% hits; AID 574, 2007;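 active = activation above a set limit, the screen-wide mean activation plus 3 SD, cut at about 8.5% in these data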;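 also: 100% = positive control agonist at 1 µM giving full maximal response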
RORa activator: activators of orphan receptor RORA, primary screen, cell-based, luminescence. Nuclear receptor ROR-alpha (Homo sapiens), P35398. CHO-K1 Gal4-RORA LBD luciferase reporter; percent increase over mock-subtracted basal signal. activation, % at 10 µM. 65,000 compounds, 1.5% hits. AID 560, 2006;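 active = activation above the mean of all tested compounds plus 3 SD, cut at about 49% in these data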;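 also: 0% = DMSO-treated RORA cells and 100% = added signal equal to DMSO minus mock-transfected cells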
Target sequence (P35398 whole entry, looked up, the tested form may be a part): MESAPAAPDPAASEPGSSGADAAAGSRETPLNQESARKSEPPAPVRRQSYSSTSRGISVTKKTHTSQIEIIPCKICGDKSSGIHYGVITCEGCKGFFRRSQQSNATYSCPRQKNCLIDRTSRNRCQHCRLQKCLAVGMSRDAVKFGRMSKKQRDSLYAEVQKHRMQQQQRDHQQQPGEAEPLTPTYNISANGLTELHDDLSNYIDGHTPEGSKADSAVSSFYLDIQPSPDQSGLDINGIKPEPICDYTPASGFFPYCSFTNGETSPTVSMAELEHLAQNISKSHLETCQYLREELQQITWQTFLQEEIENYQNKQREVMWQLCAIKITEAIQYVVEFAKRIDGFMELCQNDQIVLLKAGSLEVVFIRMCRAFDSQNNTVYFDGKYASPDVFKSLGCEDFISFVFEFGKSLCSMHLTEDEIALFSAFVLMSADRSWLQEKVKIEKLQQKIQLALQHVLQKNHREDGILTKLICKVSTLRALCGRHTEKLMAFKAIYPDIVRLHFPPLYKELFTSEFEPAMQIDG
NADH coupling: inhibitors of PK/LDH coupling enzymes, profiling panel, artefact control, biochemical, MLSMR library; AID 774, 2007; IC50, µM (top dose mostly 10 µM), for the others: at the top dose inhibition; 65,000 compounds, 0.02% hits; coupled PK/LDH NADH assays, four targets;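 active = single-dose screening hits from any of four coupled enzyme assays that gave an IC50 when retested across doses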;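 also: the DPM-DC format reads NADH fluorescence rather than 340 nm absorbance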
HTR1E antagonist: 5-HT1E receptor antagonists, primary screen, cell-based, HTS; 5-hydroxytryptamine receptor 1E (Homo sapiens), P28566; CHO 5-HT1E Ga15 NFAT-bla reporter, FRET, antagonist; inhibition, % at 6 µM; 65,000 compounds, 0.99% hits; AID 571, 2007;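 active = inhibition above a set limit, the mean inhibition across every tested compound plus 3 SD, cut at about 29% in these data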;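 also: signal is the 460 over 535 nm emission ratio of beta-lactamase substrate; 0% = agonist plus DMSO wells and 100% = wells without agonist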
tolC growth inh: growth inhibitors of E. coli tolC mutant, primary screen, strain BW25113 ΔtolC::kan, 384-well; OD615; growth inhibition, % at 10 µM (by protocol); 65,000 compounds, 2.2% hits; AID 573, 2007;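 active = growth inhibition at or above a cutoff equal to the mean over every tested compound plus 3 SD, cut at about 60% in these data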;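 also: growth measured after 20 h incubation at 37 °C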
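Doses: one dose of 10 µM final / Material: E. coli BW25113 ΔtolC::kan, tolC deletion mutant strain / Buffer or medium: LB with kanamycin 50 µg/mL / Evaluation: percent growth inhibition / Detection: optical density read at 615 nm / Incubation: 37 °C, 20 h exposure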
HTR1A agonist: human 5-HT1a receptor agonists, primary screen, cell-based, CHO, Ga15 NFAT-bla reporter; 5-hydroxytryptamine receptor 1A (Homo sapiens), P08908; CHO 5-HT1a Ga15 NFAT-bla reporter, FRET ratio; 0% basal, 100% maximal reference agonist; activation, % at 10 µM; 65,000 compounds, 0.56% hits;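 active = activation above the screen-wide mean activation plus 3 SD, cut at about 19% in these data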;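 also: 0% = DMSO wells and 100% = 5-CT at EC100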
SF-1 act: activators of human SF-1, primary screen, cell-based, CHO-K1, Gal4-SF-1 LBD, luciferase luminescence | Steroidogenic factor 1 (Homo sapiens), Q13285 | CHO-K1 Gal4-SF-1 LBD luciferase reporter; % increase over DMSO SF-1-specific signal | activation, % at 10 µM | 65,000 compounds, 1.9% hits | AID 522, 2006;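 active = activation above the mean activation of all tested compounds plus 3 SD, cut at about 50% in these data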
Target sequence (Q13285 whole entry, looked up, the tested form may be a part): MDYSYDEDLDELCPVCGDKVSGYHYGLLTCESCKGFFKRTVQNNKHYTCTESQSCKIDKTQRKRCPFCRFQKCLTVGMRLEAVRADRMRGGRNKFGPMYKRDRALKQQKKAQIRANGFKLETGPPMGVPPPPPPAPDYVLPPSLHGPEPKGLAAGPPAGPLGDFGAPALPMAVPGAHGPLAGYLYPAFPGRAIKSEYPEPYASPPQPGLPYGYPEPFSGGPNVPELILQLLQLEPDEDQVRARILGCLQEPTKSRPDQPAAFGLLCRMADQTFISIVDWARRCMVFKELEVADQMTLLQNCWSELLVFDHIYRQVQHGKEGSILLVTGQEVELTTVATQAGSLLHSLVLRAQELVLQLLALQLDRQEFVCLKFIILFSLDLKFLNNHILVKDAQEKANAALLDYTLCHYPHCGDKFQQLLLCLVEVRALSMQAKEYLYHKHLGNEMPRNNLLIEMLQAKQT
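Assay system: CHO-K1 cells co-transfected with Gal4 DBD–human SF-1 LBD, 5xGal4 luciferase reporter; doses: 10 µM only; incubation: 20 h compound exposure at 37 °C after 1 h cell settling; signal: luciferase light emission; evaluation: percent activation versus DMSO; repeats: one test per compound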
MMP-13 inhibitor: human MMP13 inhibitors, primary screen, biochemical, FRET peptide cleavage; Collagenase 3 (Homo sapiens), P45452; MMP-13 fTHP FRET cleavage, Mca fluorescence; inhibition, % at 4 µM; 65,000 compounds, 0.07% hits; AID 570, 2006;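 active = inhibition above the mean of compound-free control plate wells plus 3 SD, cut at about 14% in these data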;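 also: 0% = DMSO wells and 100% = wells with reference MMP-13 inhibitor after basal subtraction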
Starred values were filed as active, the others as inactive. Outcome played no part in choosing rows, and some 7.2% of all compounds hit somewhere here.

C=CCn1c(CNC(=O)CCC)nc2ccccc21 was read as 5-HT1A blocker -14, HTR1E agonist -0.8, RORa activator 1, NADH coupling 4%, HTR1E antagonist -12, tolC growth inh -4, HTR1A agonist 2.4, SF-1 act -14 and MMP-13 inhibitor -2.
`COC(=O)c1ccccc1NS(=O)(=O)c1cn(C)c(=O)n(C)c1=O` gave 5-HT1A blocker 0, HTR1E agonist 0.1, RORa activator -15, NADH coupling 7%, HTR1E antagonist 24, tolC growth inh -9, HTR1A agonist -2.3, SF-1 act -3 and MMP-13 inhibitor 0.
Cn1c(=O)oc2cc(S(=O)(=O)NCCN3CCc4ccccc4C3)ccc21 was read as 5-HT1A blocker -3, HTR1E agonist 0.0, RORa activator 1, NADH coupling 3%, HTR1E antagonist -5, tolC growth inh -11, HTR1A agonist -2.5, SF-1 act 0 and MMP-13 inhibitor -1.
`Cc1ocnc1C(=O)Nc1ccc(Cl)cc1` gave 5-HT1A blocker -5, HTR1E agonist -1.0, RORa activator 36, NADH coupling 8%, HTR1E antagonist -2, tolC growth inh -8, HTR1A agonist -4.0, SF-1 act 47 and MMP-13 inhibitor 0.
For CCOc1ccc(C2CC(=O)NC3=C2C(=O)CCC3)cc1Cl (centres undefined) the results were 5-HT1A blocker -1, HTR1E agonist -0.1, RORa activator -7, NADH coupling 11%, HTR1E antagonist 7, tolC growth inh -19, HTR1A agonist -0.7, SF-1 act -7 and MMP-13 inhibitor 2.
Screening Cc1ccc(-n2c3c(cc(C(=O)Nc4cccc(C)n4)c2=O)C(=O)CCC3)cc1 returned 5-HT1A blocker 7, HTR1E agonist -1.9, RORa activator 13, NADH coupling 2%, HTR1E antagonist 17, tolC growth inh 11, HTR1A agonist -0.5, SF-1 act 21 and MMP-13 inhibitor 2.
For O=C(O)CSc1ncn[nH]1 the results were 5-HT1A blocker -8, HTR1E agonist -1.4, RORa activator -13, NADH coupling 3%, HTR1E antagonist 2, tolC growth inh -6, HTR1A agonist -4.0, SF-1 act -4 and MMP-13 inhibitor 4.
Screening CC(=NCCCNC1CCCCC1)C1=C(O)CC(C)(C)CC1=O returned 5-HT1A blocker -24, HTR1E agonist 1.6, RORa activator -7, NADH coupling 0%, HTR1E antagonist -3, tolC growth inh -20, HTR1A agonist -0.2, SF-1 act -7 and MMP-13 inhibitor 3.
For CCc1ccccc1N(C(=O)c1cccs1)C1C=CS(=O)(=O)C1 (centres undefined) the results were 5-HT1A blocker -1, HTR1E agonist -0.3, RORa activator 17, NADH coupling 7%, HTR1E antagonist -3, tolC growth inh -15, HTR1A agonist -1.6, SF-1 act 4 and MMP-13 inhibitor -7.
Screening Cc1cc(NC(=O)Nc2ccc(F)c(Cl)c2)no1 returned 5-HT1A blocker 3, HTR1E agonist 0.5, RORa activator 23, NADH coupling 8%, HTR1E antagonist 6, tolC growth inh 19, HTR1A agonist -0.8, SF-1 act 0 and MMP-13 inhibitor 2.
For CCOC(=O)CNC(=O)c1cn(C)c(=O)c2cc(OC)c(OC)cc12 the results were 5-HT1A blocker 11, HTR1E agonist 0.4, RORa activator 0, NADH coupling 2%, HTR1E antagonist 16, tolC growth inh -17, HTR1A agonist 1.2, SF-1 act 3 and MMP-13 inhibitor 3.
For Cc1ccccc1NC(=O)CSc1nnc(-c2ccoc2C)n1CCc1ccccc1 the results were 5-HT1A blocker 4, HTR1E agonist -0.2, RORa activator -6, NADH coupling 0%, HTR1E antagonist 2, tolC growth inh 25, HTR1A agonist 0.6, SF-1 act -5 and MMP-13 inhibitor 5.
Cc1ccc(NC(=O)c2ccco2)cc1C was read as 5-HT1A blocker 11, HTR1E agonist 0.9, RORa activator 46, NADH coupling 4%, HTR1E antagonist 7, tolC growth inh 1, HTR1A agonist 0.0, SF-1 act 36 and MMP-13 inhibitor 10.
For CCc1nc(N[C@@H](Cc2c[nH]c3ccccc23)C(=O)O)c2oc3ccccc3c2n1 the results were 5-HT1A blocker 12, HTR1E agonist 1.5, RORa activator 6, NADH coupling 5%, HTR1E antagonist -10, tolC growth inh 24, HTR1A agonist -0.1, SF-1 act -4 and MMP-13 inhibitor 0.
Screening COc1ccc(Cl)cc1NC(=O)C1CCCN(c2cc(C)nc3ncnn23)C1 (centres undefined) returned 5-HT1A blocker -2, HTR1E agonist -0.7, RORa activator 23, NADH coupling 6%, HTR1E antagonist 15, tolC growth inh 1, HTR1A agonist 2.3, SF-1 act -2 and MMP-13 inhibitor 6.
Screening O=C1CC(c2cccc(Oc3ccccc3)c2)NC(=O)N1 (centres undefined) returned 5-HT1A blocker -1, HTR1E agonist -0.4, RORa activator 10, NADH coupling 8%, HTR1E antagonist 3, tolC growth inh -22, HTR1A agonist -4.0, SF-1 act 4 and MMP-13 inhibitor 1.
For O=c1[nH]c2cc3c(cc2cc1CN(Cc1nnnn1CC1CCCO1)C1CCCCC1)OCO3 (centres undefined) the results were 5-HT1A blocker 6, HTR1E agonist 0.7, RORa activator 9, NADH coupling 8%, HTR1E antagonist 13, tolC growth inh 9, HTR1A agonist -1.1, SF-1 act 26 and MMP-13 inhibitor -50.
Screening C=CCn1c(COc2ccc(Cl)cc2)nnc1SCC(=O)NCC(=O)OCC returned 5-HT1A blocker -12, HTR1E agonist 0.5, RORa activator 2, NADH coupling 5%, HTR1E antagonist 2, tolC growth inh 9, HTR1A agonist 2.3, SF-1 act -7 and MMP-13 inhibitor -1.
`Cc1oc(-c2ccccc2)cc1C(=O)Nc1cccc(C(=O)O)c1` gave 5-HT1A blocker -6, HTR1E agonist 0.7, RORa activator 16, NADH coupling 8%, HTR1E antagonist -12, tolC growth inh 30, HTR1A agonist -2.2, SF-1 act 5 and MMP-13 inhibitor 0.
`NS(=O)(=O)c1ccc(CNC(=O)C2CCCCC2)cc1` gave 5-HT1A blocker -6, HTR1E agonist -0.2, RORa activator -8, NADH coupling 5%, HTR1E antagonist -4, tolC growth inh 7, HTR1A agonist 0.7, SF-1 act 8 and MMP-13 inhibitor 4.
For C1=CCC(/C=N/n2cnnc2)CC1 (centres undefined) the results were 5-HT1A blocker 9, HTR1E agonist 0.6, RORa activator -12, NADH coupling 3%, HTR1E antagonist -3, tolC growth inh 0, HTR1A agonist -0.6, SF-1 act -11 and MMP-13 inhibitor 2.
`CCCCOc1ccccc1C(=O)NCCCCCC(=O)O` gave HTR1E agonist -0.1, RORa activator -7, NADH coupling 2%, HTR1E antagonist 4, tolC growth inh 8, HTR1A agonist 0.1, SF-1 act -2 and MMP-13 inhibitor 0.
`Cc1ccc(OCc2nnc(SCC(=O)N3CCOCC3)n2C)cc1` gave 5-HT1A blocker 4, HTR1E agonist -0.8, RORa activator -15, NADH coupling 2%, HTR1E antagonist 4, tolC growth inh -16, HTR1A agonist -1.4, SF-1 act 1 and MMP-13 inhibitor -2.
For CCc1ccccc1S(=O)(=O)Cc1ccc(C(=O)NCC2CCCO2)o1 (centres undefined) the results were 5-HT1A blocker -6, HTR1E agonist -0.5, RORa activator -13, NADH coupling 6%, HTR1E antagonist 2, tolC growth inh -7, HTR1A agonist 0.1, SF-1 act -3 and MMP-13 inhibitor -4.
Cc1ccc(S(=O)(=O)NC(CC(=O)NCc2ccco2)c2ccco2)cc1 (centres undefined) was read as 5-HT1A blocker 3, HTR1E agonist -0.2, RORa activator 6, NADH coupling 3%, HTR1E antagonist 2, tolC growth inh 2, HTR1A agonist -1.3, SF-1 act 18 and MMP-13 inhibitor 0.
Cc1cc(C)cc(NC2=NCC(=O)N2Cc2ccccc2)c1 was read as 5-HT1A blocker 12, HTR1E agonist -1.4, RORa activator 10, NADH coupling 4%, HTR1E antagonist 26, tolC growth inh -5, HTR1A agonist -3.1, SF-1 act -20 and MMP-13 inhibitor -4.
`O=C(OCC(=O)N1CCCc2ccccc21)C1CCN(S(=O)(=O)c2cccs2)CC1` gave 5-HT1A blocker 4, HTR1E agonist 0.1, RORa activator -2, NADH coupling 2%, HTR1E antagonist -4, tolC growth inh 6, HTR1A agonist -0.3, SF-1 act 5 and MMP-13 inhibitor 1.
Screening CC(C)CCNC(=O)CCCn1c(=O)[nH]c2ccc(Br)cc2c1=O returned 5-HT1A blocker -8, HTR1E agonist 0.4, RORa activator 7, NADH coupling 2%, HTR1E antagonist -9, tolC growth inh -7, HTR1A agonist 0.9, SF-1 act -8 and MMP-13 inhibitor -3.
`CC(C)=CC(=O)Nc1ccccc1C(N)=O` gave 5-HT1A blocker 8, HTR1E agonist -1.2, RORa activator -14, NADH coupling 3%, HTR1E antagonist 6, tolC growth inh -7, HTR1A agonist -2.0, SF-1 act -12 and MMP-13 inhibitor -1.
Cc1[nH]c(C)c2c(=O)n(-c3ccccc3)ncc12 was read as 5-HT1A blocker 0, HTR1E agonist -0.6, RORa activator 35, NADH coupling 2%, HTR1E antagonist -2, tolC growth inh 2, HTR1A agonist -4.3, SF-1 act 13 and MMP-13 inhibitor -4.
CC1(C)Cc2ccccc2-c2nnc(-c3cccnc3)n21 was read as 5-HT1A blocker 8, HTR1E agonist -0.1, RORa activator -8, NADH coupling 6%, HTR1E antagonist -2, tolC growth inh -19, HTR1A agonist -3.4, SF-1 act -6 and MMP-13 inhibitor 2.
For COC(=O)n1c(=O)oc2ccccc21 the results were 5-HT1A blocker -6, HTR1E agonist 0.4, RORa activator 3, NADH coupling 4%, HTR1E antagonist -10, tolC growth inh -14, HTR1A agonist -2.1, SF-1 act 9 and MMP-13 inhibitor -7.
For O=C1c2oc3ccc(Cl)cc3c(=O)c2C(c2cccnc2)N1Cc1ccco1 (centres undefined) the results were 5-HT1A blocker -2, HTR1E agonist -0.6, RORa activator -12, NADH coupling 9%, HTR1E antagonist -4, HTR1A agonist -1.6, SF-1 act -18 and MMP-13 inhibitor 5.
